High-throughput results (PubChem BioAssay)
PNC assembly inh: blocks assembly of the perinucleolar compartment; PC3M PTB-GFP, PNC prevalence imaging, 16 h; stronger effect = lower value; 3.1% of 140,000 active; activity change (PNC), negative = inhibition, % at 10 µM;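 active = readout at or below -70, meaning at least 70% loss of cells showing the perinucleolar compartment, a nuclear body marking cancer cells; inconclusive = readout between -30 and a set limit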;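 note: plate controls were DMSO wells for no effect and camptothecin positive control wells for full effect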
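Compounds are pinned in duplicate onto adhered PC3M cells stably expressing GFP-tagged PTB and incubated 16 h at 37 C. Cells are then fixed, nuclei stained with Hoechst, and PNC-positive cells counted.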
IMPase cell inh: IMPase inhibition in cells; 120,000 tested, under 10 active; CHO-M1 cells, IP1 accumulation, HTRF TR-FRET ratio; inhibition (IP1 accumulation), % at 46.1 µM; P97697; active = well fitted curve in the direction sought with a large enough effect in the signal ratio, not every such curve was filed as active; inconclusive = small, poorly fitted or top-dose-only effect, or a change in a side signal; inactive = no such curve, though single readings can be large or run the other way; the % refers to the signal ratio;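 note: cells stimulated with carbachol in lithium chloride buffer; plate controls were DMSO basal wells for no effect and reference inhibitor wells for full effect; higher means more IMPase inhibition seen as more IP1 and lower FRET ratio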
Target sequence (P97697 whole entry, looked up): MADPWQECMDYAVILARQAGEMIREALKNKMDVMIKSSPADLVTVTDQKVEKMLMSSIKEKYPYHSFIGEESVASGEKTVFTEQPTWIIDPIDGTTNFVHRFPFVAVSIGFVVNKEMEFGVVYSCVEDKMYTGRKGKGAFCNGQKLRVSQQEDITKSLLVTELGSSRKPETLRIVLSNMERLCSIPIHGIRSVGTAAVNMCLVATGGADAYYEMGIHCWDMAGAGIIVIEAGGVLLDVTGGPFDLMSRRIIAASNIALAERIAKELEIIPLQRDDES
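CHO-M1, 2000 cells/well, cultured 16–30 h; cpd up to 46 uM; carbachol (50 uM solution, stimulation buffer w/ 50 mM LiCl, pH 7.4), 30 min 37C; IP-One TR-FRET, 10 min RT; Ex 320/Em 665, 620; Hill-fit AC50.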
12-hLO inh: blocks human 12-lipoxygenase activity; purified 12-hLO, xylenol orange hydroperoxide absorbance; Potency, µM (highest dose often 57.1 µM), for the others: at the highest dose activity change, negative = inhibition, hits mostly inhibitors; 0.12% of 150,000 active; AID 1452; note: potency is the fitted concentration of half-maximal effect; nearly all actives have a fitted effect of over 55% in size; many of its hits are not listed in these tables
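Purified human 12hLO (150 nM final) was preincubated with compounds for 15 min at room temperature in 25 mM Hepes pH 7.0, 0.01% Triton X-100, then reacted with 40 uM arachidonic acid for 30 min. Hydroperoxide was detected with ferrous iron/xylenol orange.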
15-hLO-2 inh: inhibitors of human 15-lipoxygenase 2 (ALOX15B); purified 15hLO-2, xylenol orange hydroperoxide absorbance; Potency, µM (series often up to 57.1 µM), without a hit: top-dose activity change, negative = inhibition, most hits filed as inhibitors; O15296; 0.56% of 110,000 active; note: potency is the fitted concentration of half-maximal effect; nearly all actives have a fitted effect of over 60% in size; many of its hits are not listed in these tables
Target sequence (O15296 whole entry, looked up): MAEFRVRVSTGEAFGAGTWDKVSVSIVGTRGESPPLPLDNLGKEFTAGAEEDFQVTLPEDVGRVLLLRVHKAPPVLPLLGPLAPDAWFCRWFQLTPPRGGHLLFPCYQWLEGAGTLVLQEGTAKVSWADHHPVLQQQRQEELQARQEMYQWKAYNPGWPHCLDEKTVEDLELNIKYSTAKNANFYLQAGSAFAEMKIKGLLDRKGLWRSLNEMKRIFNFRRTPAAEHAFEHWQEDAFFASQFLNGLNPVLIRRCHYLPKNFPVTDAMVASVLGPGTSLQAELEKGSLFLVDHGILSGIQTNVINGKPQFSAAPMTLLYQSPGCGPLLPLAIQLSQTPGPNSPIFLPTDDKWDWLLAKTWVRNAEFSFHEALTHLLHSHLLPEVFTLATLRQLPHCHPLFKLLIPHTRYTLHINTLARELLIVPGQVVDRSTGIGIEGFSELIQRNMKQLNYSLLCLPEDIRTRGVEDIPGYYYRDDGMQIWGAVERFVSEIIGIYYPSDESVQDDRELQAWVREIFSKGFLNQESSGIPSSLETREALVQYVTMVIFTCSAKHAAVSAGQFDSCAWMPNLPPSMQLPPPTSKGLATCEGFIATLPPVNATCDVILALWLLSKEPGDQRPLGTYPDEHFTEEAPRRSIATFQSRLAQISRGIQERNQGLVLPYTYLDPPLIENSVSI
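Purified human 15hLO-2 (50 nM final) preincubated with compounds 15 min at room temperature in 25 mM Hepes pH 7.5, 0.01% Triton X-100, then 45 uM arachidonic acid added for 90 min; hydroperoxide detected via ferrous/xylenol orange, 573/405 nm absorbance ratio.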
* marks the source's active call; other numbers are inactive results; ? = inconclusive; . = no result given; & = joins results of further samples; [ ] = another dose, or the depositor's remark. Unless noted, calls come from the whole dose curve; as a rule, active = well fitted curve in the direction sought with a large enough effect; inconclusive = small, poorly fitted or top-dose-only effect, or another doubt; inactive = no such curve, though single readings can be large; an effect the other way counts as inactive or inconclusive. Unless noted, % is set by controls: 0 for no effect and ±100 for the full control effect.

SMILES	PNC assembly inh	IMPase cell inh	12-hLO inh	15-hLO-2 inh
O=C1CCCN1c1ccc(S(=O)(=O)NCc2ccco2)cc1	15	0	0%	7%
COc1ccccc1NC(=O)COC(=O)c1ccc2c(c1)nc(C)n2-c1ccccc1	?	.	-1%	.
CCOC(=O)C1=C(C)NC(SCC(=O)O)=C(C#N)C1c1ccco1 (stereo unspecified)	-13	2	-7%	5%
CCC(CC)C(=O)Nc1ccc(Cl)c(Cl)c1	-17	5	-17%	1%
CCCCNc1c([N+](=O)[O-])cc(C(=O)O)cc1[N+](=O)[O-]	?	.	-6%	.
O=C(O)[C@H](Cc1ccccc1)NC(=O)N1CCOCC1	4	15	-1%	-1%
CCOC(=O)Cc1nnc(NC(=O)C(CC)Sc2nncn2C)s1 (stereo unspecified)	-85*	7	0%	-1%
COc1ccc(/C=N/NC(=O)Nc2cccc3nsnc23)cc1	-18	.	0%	.
CS(=O)(=O)c1ccc(Sc2nc3ccccc3s2)c([N+](=O)[O-])c1	16	5	0%	.
CC(CN1CCN(C)CC1)OC(=O)c1ccccc1Cl (stereo unspecified)	-30	6	2%	1%
CS(=O)(=O)N1CCN(C2CCN(Cc3ccccc3)CC2)CC1	41	4	1%	1%
CC(=O)Nc1c(I)c(NC(C)=O)c(I)c(C(=O)O)c1I	-24&58	.	1%&1%	.
C/C(=N\N=C1\NC(=O)CC(C(=O)O)S1)c1ccc(F)cc1 (stereo unspecified)	?	.	-1%	.
CCOC(=S)SCC(=O)Nc1nc(-c2ccc(Br)cc2)cs1	?	-6	-1%	.
CCOC(=O)C1CCN(S(=O)(=O)c2ccc(NC(=O)OC)cc2)CC1	24	7	-3%	9%
O=C(/C=C/c1ccco1)NC1=NCCS1	22	.	-4%	.
Cc1ccc(C2=NC3(CCCCC3)N=C2SCC(=O)Nc2ccc3c(c2)OCCO3)cc1	46	.	-9%	.
Cc1cc(=O)oc2cc(OCC(=O)N/N=C/c3cc([N+](=O)[O-])ccc3O)ccc12	20	3	-1%	.
O=C1c2ccc3c4c(ccc(c24)C(=O)N1c1ccc2ccccc2c1)CC3	31	-3	0%	-17%
COc1ccc(NC(=O)c2ccc(Cc3ccc(C)cc3)o2)cc1	?	8	-8%	.
CCCC(=O)Nc1ccc(NC(=S)NC(=O)c2ccccc2[N+](=O)[O-])cc1	17	.	-5%	.
C=CCn1cnc2scc(-c3ccc(C)cc3)c2c1=O	39	0	7%	5%
CCC(C)NC(=O)C(Cc1ccccc1)n1cccc1 (stereo unspecified)	-11	?	0%	-6%
COc1ccc(CC(=O)NCc2ccco2)cc1OC	-6	1	-12%	-5%
CC1C/C(=N/Nc2ccc([N+](=O)[O-])cc2[N+](=O)[O-])CC(C)(C)C1 (stereo unspecified)	-28	2[0.0738 µM]	-4%	.

Part of the list above, reduced to 12-hLO inh, IMPase cell inh and PNC assembly inh:
structure	12-hLO inh	IMPase cell inh	PNC assembly inh
CCC(CC)C(=O)Nc1ccc(Cl)c(Cl)c1	-17%	5	-17
CCCCNc1c([N+](=O)[O-])cc(C(=O)O)cc1[N+](=O)[O-]	-6%	.	?
O=C(O)[C@H](Cc1ccccc1)NC(=O)N1CCOCC1	-1%	15	4

(continued)
SMILES	PNC assembly inh	IMPase cell inh	12-hLO inh	15-hLO-2 inh
O=C(CN1CCCCC1)Nc1cc(Cl)ccc1Cl	?	-9	2%	9%
O=C(Cc1c(F)cccc1Cl)NCCCn1ccnc1	59	0	3%	7%
CC1Cc2ccccc2N1C(=O)CCNS(=O)(=O)c1cccc2nsnc12 (stereo unspecified)	24	?	1%	.
COc1ccccc1NC(=O)CN1C(=O)C2(OCCCO2)c2ccccc21	42	4	0%	-1%
COC(=O)c1cc(NC(=O)c2ccccc2)c(=O)oc1C/C=N\OCc1ccc(Cl)cc1Cl	28	-1	?	?
COc1cc(NC(=O)CSc2nc(C)c(C)c(C)n2)c(C)cc1[N+](=O)[O-]	1	-5	1%	.
C/C(=N/NS(=O)(=O)c1ccc(Cl)cc1)c1cccc(NC(=O)c2ccc(Cl)cc2Cl)c1	72	0	-15%	.
O=C(NNC(=S)Nc1cccc(C(F)(F)F)c1)c1ccccc1Cl	-4	.	-4%	.
Cc1nc(NC(=O)C(Cl)Cl)sc1C(=O)N(C)C	30	.	-2%	.
Cc1ccc(-c2noc(CCC(=O)NCCc3ccccc3Cl)n2)cc1	?	-7	3%	1%
COc1ccc(-c2noc(CCC(=O)Nc3cccc(C)c3)n2)cc1	16	10	-6%	4%
CC1CCCCN1C(=O)CSc1nc2ccccc2n1CC(=O)N1CCc2ccccc21 (stereo unspecified)	?	-12	-20%	5%
Cc1ccc(CN2CCN(/N=C/c3ccc(C(F)(F)F)cc3)CC2)c(C)c1	?	.	-1%	.
CCOc1cc2[nH]c(=O)n(CCCCC(=O)NCc3ccco3)c(=O)c2cc1OCC	5	1	6%	.
Nc1nc(-c2ccco2)nc(N2CCCCC2)n1	-13	4	-3%	-11%
CC1=CCC(C(=O)O)C(C(=O)Nc2nc3ccc(S(C)(=O)=O)cc3s2)C1 (stereo unspecified)	6	-9	18%	.
CN(C(=O)COc1ccc(Cl)cc1Cl)c1nnc(C23CC4CC(CC(C4)C2)C3)s1	42	.	3%	.
Cc1cc(C(C)(C)C)cc(C)c1COC(=O)C1CCC(=O)N1 (stereo unspecified)	4	1	-1%	6%
COc1ccccc1NC(=O)N(Cc1ccco1)Cc1cc2c(C)ccc(C)c2[nH]c1=O	28	-10	-7%	.
CC1CCN(C(=O)Nc2ccc3nsnc3c2)CC1	?	9	-6%	-4%
Cc1ccc(C(=O)Nc2ccc(S(=O)(=O)N3CCN(C)CC3)cc2)cc1	?	?	8%	.
COCCN(CC(=O)NCc1ccc(F)cc1)C(=O)CCC(=O)Nc1nccs1	-26	-9	-1%	-6%
O=C(NCCN1CCC(Cc2ccccc2)CC1)C1CCCN(S(=O)(=O)c2cnc[nH]2)C1 (stereo unspecified)	24	7	0%	10%
C=CCNC(=O)/C(=C\c1ccc2c(c1)OCO2)NC(=O)c1ccc(Br)cc1	70	1	-2%	-5%
CC(C)CCOc1ncnc2c1sc1nc3c(cc12)CSC(C)(C)C3	16	5	1%	.

Taken from the entries so far, 6 compounds:
SMILES	PNC assembly inh	IMPase cell inh	12-hLO inh	15-hLO-2 inh
Cc1ccc(-c2noc(CCC(=O)NCCc3ccccc3Cl)n2)cc1	?	-7	3%	1%
COc1ccc(-c2noc(CCC(=O)Nc3cccc(C)c3)n2)cc1	16	10	-6%	4%
CC1CCCCN1C(=O)CSc1nc2ccccc2n1CC(=O)N1CCc2ccccc21 (stereo unspecified)	?	-12	-20%	5%
Cc1ccc(CN2CCN(/N=C/c3ccc(C(F)(F)F)cc3)CC2)c(C)c1	?	.	-1%	.
CCOc1cc2[nH]c(=O)n(CCCCC(=O)NCc3ccco3)c(=O)c2cc1OCC	5	1	6%	.
Nc1nc(-c2ccco2)nc(N2CCCCC2)n1	-13	4	-3%	-11%

(list continues)
SMILES	PNC assembly inh	IMPase cell inh	12-hLO inh	15-hLO-2 inh
CCCCCC1CCC(C(=O)NNC(=S)NCC)CC1 (stereo unspecified)	35	-2	1%	2%
CCN1CCN(C(=S)c2ccc(Br)cc2)CC1	49	-20	-1%	17%
CN(C)CCNC(=O)c1cc(Br)ccc1Cl	1	4	1%	9%
Cc1cccc(NC(=O)C2CCCN2S(=O)(=O)c2ccc3c(c2)n(C)c(=O)c(=O)n3C)c1 (stereo unspecified)	2	.	1%	.
O=C(Cc1cccs1)NNC(=S)NC(=O)c1ccccc1	-9	.	-2%	.
CC(=O)c1ccc(N2CCN(CCC#N)CC2)c(F)c1	-12	-4	-3%	2%
CN(c1ccccc1)S(=O)(=O)c1cccc(C(=O)N2CCN(c3ccccn3)CC2)c1	29	9	2%	3%
CCC(=O)Nc1ccc2c(c1)C(=O)N(C)C2=O	-26	0	2%	-4%
Cc1cccc(C(=O)N2CCN(Cc3ccc4c(c3)OCO4)CC2)c1	46	2	-5%	4%
Cc1ccc(C)c(S(=O)(=O)NCCOC(=O)Nc2sc(=S)n(C)c2C)c1	6	-1	-5%	-26%
C=CCOc1ccccc1CNCc1cccnc1	43	?	-2%	5%
O=C(C1CCCN(S(=O)(=O)Cc2ccccc2)C1)N1CCC(Cc2ccccc2)CC1 (stereo unspecified)	-6	4	-2%	1%
O=C(CN(C1CCCCC1)S(=O)(=O)c1ccc(F)cc1)NCc1ccncc1	42	7	-2%	4%
CCOc1ccccc1C1CC(=O)Nc2c1c(=O)n(C)c(=O)n2C (stereo unspecified)	3	-3	6%	2%
O=C(NC(=S)NCCN1CCOCC1)c1cccc(Cl)c1	-28	-20	4%	-3%
COc1ccc(C(=O)N2CCN(S(=O)(=O)c3cc(Cl)ccc3OC)CC2)cc1	37	4	-1%	3%
COc1ccc(CN2CCN(S(=O)(=O)c3ccc(NC(C)=O)cc3)CC2)cc1OC	-3	-1	-3%	-1%
Cc1csc(=Nc2c(C)n(C)n(-c3ccccc3)c2=O)n1Cc1ccccc1	?	12	-1%	-4%
c1ccc2c(c1)ccc1ncccc12	.	.	0%	7%
O=C(NCc1cccnc1)/C(=C/c1ccc(-c2ccc(Cl)cc2)o1)S(=O)(=O)c1ccccc1	31	16	-8%	.
O=C(Nc1cnn(Cc2ccc(Cl)cc2Cl)c1)c1cc(-c2cccs2)on1	-15	-4	-3%	-11%
CCOC(=O)C1CCCN(S(=O)(=O)c2cc(OCC(=O)NC3CCCCC3)c(C)cc2Cl)C1 (stereo unspecified)	23	11	2%	-3%
O=C(O)c1ccc2c(=O)n3c(nc2c1)/C(=C/c1ccccc1C(F)(F)F)CCCC3	21	9	-7%	.
COC(=O)CN1C(=S)N(c2ccc(Cl)cc2)C(=O)C1CC(=O)Nc1ccc(F)cc1 (stereo unspecified)	?	4	-9%	.
O=C(CSc1nnc(-c2c[nH]c3ccccc23)o1)c1ccc(-c2ccccc2)cc1	-10	3	-5%	.
Remaining list, next part:
SMILES	PNC assembly inh	IMPase cell inh	12-hLO inh	15-hLO-2 inh
O=C(NCc1ccccc1)c1cnc2n(c1=O)CCS2	46	1	-1%	2%
CCC1(CC)Cc2ccccc2C(N)=C1C#N	-10	?	3%	.
Cc1oc(-c2ccccc2Cl)nc1CS(=O)CC(=O)NCc1cccs1 (stereo unspecified)	18	1	-5%	-2%
CC1CCCCC1NS(=O)(=O)c1ccc(S(=O)(=O)NCc2ccncc2)cc1 (stereo unspecified)	-9	0	4%	0%
COc1ccc(-c2nnc3sc(C(C)N4C(=O)c5ccccc5C4=O)nn23)cc1 (stereo unspecified)	-18	-7	-8%	.
COCCN(CC(=O)Nc1ccccc1C)S(=O)(=O)c1ccc(S(=O)(=O)N2CCCC2)cc1	47	14	-4%	2%
Nc1nc2ncc(CNc3ccc(C(=O)N[C@@H](CCC(=O)O)C(=O)O)cc3)nc2c(=O)[nH]1	.	-2	-2%	-6%
CC(C)[C@@H]1NC(=O)c2cc([N+](=O)[O-])cc(I)c2NCCC[C@@H](C(N)=O)NC(=O)[C@H](CO)NC1=O	10	.	0%	.
CCC(C)Sc1nc2c(c(=O)[nH]c(=O)n2C)n1CCc1ccccc1 (stereo unspecified)	162	3	-2%	.
O=S(=O)(c1ccc(S(=O)(=O)N2CCN(C/C=C/c3ccccc3)CC2)cc1)N1CCCC1	?	6	-8%	2%
CCNc1nc2c(c(=O)[nH]c(=O)n2C)n1Cc1ccc(F)cc1	?	1	21%	4%
CCOC(=O)C1=C(C)NC(=O)NC1c1ccc(OC(=O)c2ccco2)cc1 (stereo unspecified)	16	9	-2%	.
CCOC(=O)c1cccc(NC(=O)CSc2nnc(C3CCCCC3)n2C)c1	?	-7	-4%	-2%
CC1CCN(CC(=O)N2c3ccccc3Sc3cc4ccccc4cc32)CC1	.	.	8%[11.4 µM]	18%[11.4 µM]
CCc1ccc(N2CC(C(=O)OCC(=O)NC3CCS(=O)(=O)C3)CC2=O)cc1 (stereo unspecified)	-100*	-3	2%	.
